High-throughput results (PubChem)
HADH2 inhib – HADH2 (human) dehydrogenase inhibition; recombinant HADH2, NADH fluorescence, beta-hydroxybutyryl-CoA; Potency, µM (series often up to 57.1 µM), inactives show top-dose activity change, negative = inhibition, actives largely listed as inhibitors; 73,000 tested, 3.4% active; further: potency means the concentration at half of the fitted maximal effect; on the % scale 0 is the no-effect control and ±100 the full control effect; nearly all actives have a fitted effect of over 60% in size; many of its hits are not listed in these tables
Target sequence (Q99714 whole entry, looked up, one chain of several): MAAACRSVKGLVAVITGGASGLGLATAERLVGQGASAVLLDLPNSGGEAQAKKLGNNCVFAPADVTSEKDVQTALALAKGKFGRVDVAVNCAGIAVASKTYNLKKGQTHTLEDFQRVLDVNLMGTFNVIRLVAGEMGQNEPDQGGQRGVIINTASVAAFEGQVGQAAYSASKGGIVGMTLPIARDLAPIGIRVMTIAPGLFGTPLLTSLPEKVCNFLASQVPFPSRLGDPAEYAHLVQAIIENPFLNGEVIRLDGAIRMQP
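Activity measured as NADH fluorescence gain (360/450 nm), taken as the change between first and last reads of a 4-min kinetic run. Conditions: pH 9.0 Tris buffer, 20 nM E. coli-expressed His-tagged enzyme, 1 mM NAD+, 90 uM beta-hydroxybutyryl-CoA; 15-min compound preincubation.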
15-hLO inh – blocks human 15-lipoxygenase activity; P16050; purified 15hLO-1, xylenol orange hydroperoxide absorbance; Potency, µM (series often up to 57.1 µM), inactives show top-dose activity change, negative = inhibition, usual class: inhibitors; 74,000 tested, 1.4% active; further: potency means the concentration at half of the fitted maximal effect; on the % scale 0 is the no-effect control and ±100 the full control effect; nearly all actives have a fitted effect of over 55% in size
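Quantitative HTS in 25 mM Hepes pH 7.5 containing 0.01% Triton X-100: human 15hLO-1 at 40 nM, arachidonic acid at 50 uM, 6 min turnover. Product quantified via ferrous oxidation/xylenol orange, 573:405 nm absorbance ratio.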
FLuc inh – inhibitors of firefly luciferase. Potency, µM (series often up to 57.1 µM), inactives show at the top dose activity change, negative = inhibition, actives largely listed as inhibitors. 72,000 tested, 2.2% active. purified firefly luciferase, luminescence, 8 min. AID 411; further: potency means the concentration at half of the fitted maximal effect; on the % scale 0 is the no-effect control and ±100 the full control effect; nearly all actives have a fitted effect of over 40% in size
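qHTS concentration-response profiling: light output of P. pyralis luciferase with luciferin and 10 uM ATP, imidazole buffer pH 7.2. Read by luminescence after 8-min room-temperature incubation.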
ERK AVP block – vasopressin-driven ERK pathway inhibition; HEK293-V1b, vasopressin-stimulated pERK AlphaScreen; Potency, µM (titrated, usually from 57.5 µM), inactives show at the top dose activity, negative = inhibition, most hits filed as inhibitors; 72,000 tested, 0.99% active; AID 995; further: potency means the concentration at half of the fitted maximal effect; on the % scale 0 is the no-effect control and ±100 the full control effect; nearly all actives have a fitted effect of over 55% in size
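HEK293 cells stably expressing V1b receptor, preincubated 30 min at 37 °C with compound, then stimulated 5 min with 25 nM vasopressin. Phospho-ERK by AlphaScreen SureFire after 5 h RT; normalized to DMSO and vasopressin; AC50 by Hill fit.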
CRE Fsk mod – CRE-bla signaling modulation under forskolin stimulation. Potency, µM (doses to about 38.2 µM), inactives show top-dose activity change, negative = inhibition, most hits filed as activators. 71,000 tested, 2.5% active. AID 662. CHO CRE-bla reporter (cAMP response element driving beta-lactamase), forskolin EC10, beta-lactamase ratio; active means well fitted activation curve with a large enough effect in the signal ratio, with a control signal flat, not every such curve was filed as active; inconclusive means small, poorly fitted or top-dose-only effect, or effect the other way, or a change in a side signal; the % refers to the signal ratio; further: potency means the concentration at half of the fitted maximal effect; % of control where 0% means no effect
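Cells were plated overnight at 37 °C, exposed to compound titrations plus EC10 NKH 477 for 3 h, then given CCF4 dye for 2 h at room temperature. Blue/green (460/530 nm) ratio was converted to %Activity and AC50 values calculated.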
Tau fil binding – binders of human tau filaments. Potency, µM (top dose mostly 57.1 µM), without a hit: top-dose activity change, negative = inhibition. recombinant tau filaments, thioflavin S fluorescence, 15 h; filaments grown with octadecylsulfate alongside compound. P10636. 71,000 tested, 2% active;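 further: potency means the concentration at half of the fitted maximal effect; on the % scale 0 is the no-effect control and ±100 the full control effect; actives lower thioflavin S fluorescence by blocking filaments or displacing dye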
Target sequence (P10636 whole entry, looked up): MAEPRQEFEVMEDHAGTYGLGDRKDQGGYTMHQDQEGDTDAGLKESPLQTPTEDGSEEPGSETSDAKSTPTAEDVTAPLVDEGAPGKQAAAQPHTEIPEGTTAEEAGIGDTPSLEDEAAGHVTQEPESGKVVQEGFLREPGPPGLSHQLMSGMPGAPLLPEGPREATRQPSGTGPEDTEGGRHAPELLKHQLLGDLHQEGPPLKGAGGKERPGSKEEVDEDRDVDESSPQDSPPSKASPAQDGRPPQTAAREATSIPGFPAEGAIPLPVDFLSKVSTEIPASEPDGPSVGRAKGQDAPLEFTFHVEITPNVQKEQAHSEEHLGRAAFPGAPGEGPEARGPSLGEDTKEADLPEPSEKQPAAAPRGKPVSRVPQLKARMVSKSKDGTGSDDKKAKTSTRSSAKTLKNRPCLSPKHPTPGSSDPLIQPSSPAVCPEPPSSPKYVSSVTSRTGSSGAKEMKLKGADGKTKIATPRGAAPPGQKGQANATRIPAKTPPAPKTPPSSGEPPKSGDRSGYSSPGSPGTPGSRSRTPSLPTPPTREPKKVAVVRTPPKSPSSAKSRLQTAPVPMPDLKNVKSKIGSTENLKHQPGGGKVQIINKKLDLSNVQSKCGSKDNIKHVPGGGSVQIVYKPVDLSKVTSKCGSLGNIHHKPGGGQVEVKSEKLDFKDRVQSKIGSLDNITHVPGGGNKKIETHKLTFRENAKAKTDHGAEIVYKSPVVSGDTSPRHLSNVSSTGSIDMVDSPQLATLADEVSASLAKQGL
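Assay mix: 1 uM His-tagged tau, 30 uM sodium octadecylsulfate, thioflavine S dye in HEPES/NaCl/DTT buffer. Compound is added prior to the inducer. Fluorescence after 15 h at 37 C.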
Pol III holo inh – blocks replication by bacterial DNA polymerase III holoenzyme | reconstituted DNA polymerase III holoenzyme replication, biochemical | Potency, µM (highest dose often 57.1 µM), inactives show at the top dose activity change, negative = inhibition | 71,000 tested, 0.25% active; further: potency means the concentration at half of the fitted maximal effect; on the % scale 0 is the no-effect control and ±100 the full control effect
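Reconstituted *E. coli* holoenzyme (0.35 nM Pol III, 1 nM beta, 154 nM SSB, 2 nM primase) was preincubated with compound for 15 min at RT. Synthesis on 1.4 nM ssM13Gori ran 35 min, then was stopped with PicoGreen/EDTA and read as dsDNA fluorescence.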
HBB splice mod – hemoglobin beta splicing modulation. HBB splicing reporter cell assay, activation; EGFP reporter with mutant IVS2-654 intron; response scale: normalised to 500 nM splice-correcting PNA. Potency, µM (doses to about 46.1 µM), for the others: top-dose activation, actives largely listed as activators. 65,000 tested, 0.06% active; further: potency means the concentration at half of the fitted maximal effect; 0% is about no effect
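Compounds were applied for 2 days to HeLa EGFP-654 cells, 500/well in Optimem with 2% FCS. The reporter's EGFP is disrupted by mis-splicing of beta-globin intron IVS2-654. Readout: summed well GFP fluorescence from 488 nm laser scanning; reference was 500 nM antisense […] 654 PNA.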
UbGFP stabilizer – inhibits proteasome, raising ubiquitin-GFP reporter fluorescence. AID 526. Potency, µM (doses to about 45.9 µM), for the others: at the top dose activation (GFP accumulation), hits mostly activators. Ubiquitin-GFP reporter cells, proteasome inhibition, GFP fluorescence; response scale: untreated = 0%, 10 µM MG-132 = 100%. 67,000 tested, under 10 active; active means well fitted activation curve with a large enough effect, not every such curve was filed as active; inconclusive means small, poorly fitted or top-dose-only effect, or another doubt; inactive means no such curve, though single readings can be large or run the other way; further: potency means the concentration at half of the fitted maximal effect
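Proteasome blockade was scored as a rise in GFP-expressing U2OS cells carrying a ubiquitin(G76V)-GFP construct, imaged after 4 hr compound treatment at 37 °C across a 46 uM–2.9 nM series.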
Epigenetic mod – epigenetic modulators derepressing GFP locus in mouse cells | mouse C127i GFP locus derepression, cytometry, 30 h | AID 597 | Potency, µM (highest dose often 46.1 µM), without a hit: at the top dose GFP derepression (activation) | 68,000 tested, 0.09% active; further: % of control where 0% means no effect
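Read-out is the number of GFP-positive cells, scored as fluorescent objects 20 to 120 um wide, reflecting derepression of a silenced CMV-GFP reporter in murine C127i cells after 30 h compound exposure at 37 C.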
Hsp90 Hop PPI – changes Hsp90-Hop TPR2A binding signal, up or down. Potency, µM (highest dose often 57 µM), for the others: at the top dose activity change, negative = inhibition. AlphaScreen TPR2A-His6 binding biotin-Hsp90 C-terminal peptide. AID 595. 71,000 tested, 0.44% active; active means well fitted curve in either direction with a large enough effect; inconclusive means small, poorly fitted or top-dose-only effect, or another doubt; further: potency means the concentration at half of the fitted maximal effect; on the % scale 0 is the no-effect control and ±100 the full control effect; many of its hits are not listed in these tables
* hit, by the source's call; ? = inconclusive; · = no result given; [ ] = remark or other dose. Unless noted, the call rests on the fitted dose curve; in most records, active means well fitted curve in the direction sought with a large enough effect; inconclusive means small, poorly fitted or top-dose-only effect, or another doubt; inactive means no such curve, though single readings can be large; an effect the other way counts as inactive or inconclusive.

The first 2 compounds (preview)
SMILES	HADH2 inhib	15-hLO inh	FLuc inh	ERK AVP block	CRE Fsk mod	Tau fil binding	Pol III holo inh	HBB splice mod	UbGFP stabilizer	Epigenetic mod	Hsp90 Hop PPI
CCOC(=O)c1ccc(N2C(=O)c3n[nH]c(C)c3C2c2ccco2)cc1 (centres undefined)	10%	3%	-4%	-16%	12%	12%	-15%	0.0%	0%	-3%	-7%
Cc1cccc(CSc2nncc(=O)[nH]2)c1	1%	15%	1%	-13%	?	1%	12%	-1.3%	0%	-3%	1%

Results, repeating the preview:
SMILES	HADH2 inhib	15-hLO inh	FLuc inh	ERK AVP block	CRE Fsk mod	Tau fil binding	Pol III holo inh	HBB splice mod	UbGFP stabilizer	Epigenetic mod	Hsp90 Hop PPI
CCOC(=O)c1ccc(N2C(=O)c3n[nH]c(C)c3C2c2ccco2)cc1 (centres undefined)	10%	3%	-4%	-16%	12%	12%	-15%	0.0%	0%	-3%	-7%
Cc1cccc(CSc2nncc(=O)[nH]2)c1	1%	15%	1%	-13%	?	1%	12%	-1.3%	0%	-3%	1%
CSCCC1NC2(C(=O)Nc3c(C)cc(Cl)cc32)[C@@H]2C(=O)N(C3CCCC3)C(=O)[C@H]12 (some centres undefined)	8%	-16%	3%	-20%	-11%	-26%	-6%	-1.4%[57.5 µM]	-1%	0%	-14%
C=CCn1c(COc2cccc3ccc(C)nc23)nnc1SCC(=O)O	?	11%	2%	-4%	-7%	-7%	-9%	0.3%	-6%	0%	0%
CCCN1C(=O)c2cc(C(=O)NCCc3cccc(C)c3)ccc2C1O (centres undefined)	7%	-11%	0%	-22%	-3%	-28%	-6%	-0.4%	1%	·	-4%[2.3 µM]
O=C(CN1CCN(Cc2ccccc2)C1=O)NCc1ccc(Cl)cc1	12%	3%	0%	1%	1%	70%	4%	3.7%	6%	2%	-1%
Cn1nc(CC(=O)Nc2cccc3ncccc23)c2ccccc2c1=O	8%	6%	0%	-9%	4%	-2%	-6%	·	-5%	0%	-2%
O=C(CSc1nnc(Cc2ccccc2)o1)NCCN1C(=O)CSC1=O	-3%	6%	4%	-15%	-8%	4%	?	-0.1%[57.5 µM]	-6%	0%	0%
CC(=O)c1cccc(NC(=O)CCNS(=O)(=O)c2cccc(C(C)=O)c2)c1	-1%	9%	4%	3%	-19%	-6%	0%	-0.3%[57.5 µM]	0%	1%	0%
COc1cccc(C(=O)N(Cc2cc3cc(C)ccc3[nH]c2=O)C(C)C)c1	-6%	-8%	-1%	-11%	-4%	-2%	-2%	-1.0%[0.369 µM]	·	0%	-2%
CCOC(=O)c1cccc(NS(=O)(=O)c2cnc[nH]2)c1	1%	3%	2%	7%	12%	3%	-1%	-0.8%	2%	0%	1%
COc1ccc(Nc2ccnc3ccccc23)cc1	-16%	-3%	-5%	-17%	-17%	7.9µM*	-2%	-0.9%	2%	0%	-2%
CN(C(=O)COC(=O)C1c2ccccc2Oc2ccccc21)C1CCS(=O)(=O)C1 (centres undefined)	5%	8%	-36%	7%	-9%	1%	-5%	-0.9%	2%	0%	0%
O=S(=O)(c1ccccc1)c1nc(-c2ccco2)oc1N1CCCCCC1	3%	-19%	-1%	-27%	17%	-7%	0%	-1.4%	-2%	-3%	-25%
CC(Sc1ccc2c(c1)OCCO2)C(=O)Nc1ccc2c(c1)OCO2 (centres undefined)	-28%	6%	1%	12%	-10%	2%	-3%	-1.6%	2%	-4%	-2%
CC1CCCCC1NC(=O)CCn1c(=O)oc2ccccc21 (centres undefined)	-9%	0%	1%	14%	12%	7%	-2%	-1.5%	-8%	2%	3%
COc1ncc2nc(C)c(=O)n(CCc3ccccc3)c2n1	5%	10%	2%[11.4 µM]	-21%	?	4%	0%	1.1%	11%	-3%[9.22 µM]	0%
Cc1ccc(C)c(S(=O)(=O)Nc2ccc(O)cc2)c1	-17%	-5%	3%	-8%	-17%	-9%	2%	-0.8%	4%	0%	-2%
COc1ccccc1NC(=O)C1CCN(c2ncccn2)CC1	-6%	4%	2%	4%	?	12%	0%	-1.9%	-3%	-1%	0%
Cc1ccc(-n2ncc(C#N)c2/N=C/N2CCN(C)CC2)cc1	-6%	4%	-1%	?	1%	9%	-4%	-1.9%	-7%	0%	-9%
CCC(=O)N1CCc2cc(S(=O)(=O)NCCC(=O)NC3CCCc4ccccc43)ccc21 (centres undefined)	0%	-4%	1%	1%	-23%	-6%	-6%	-4.2%	-5%	0%	-5%
S=c1[nH]nc(Cc2c[nH]c3ccccc23)o1	-21%	-12%	1%	-14%	-6%	-8%	3%	0.6%	-4%	0%	-1%
CC(C)C(=O)Nc1ccc(NC(=O)c2ccccn2)cn1	-26%	-2%	13µM*	10%	8%	6%	-3%	-3.5%	-2%	-2%	-2%
Cc1c(N=Cc2ccc[nH]2)c(=O)n(-c2ccccc2)n1C	-9%	3%	0%	-11%	1%	11%	-2%	0.3%	9%	2%	0%
CCOC(=O)C[C@@H](C(=O)OCC)[C@@H]1CCCCC1=O	-4%[11.4 µM]	0%[11.4 µM]	-4%[11.4 µM]	22%[11.5 µM]	·	·	·	0.8%[9.22 µM]	·	·	·
CCOC(=O)N1CCN(Cc2nc(-c3ccc(OC)cc3)no2)CC1	9%	5%	3%	-7%	-4%	8%	-4%	-1.4%	6%	6%	-1%
O=C(c1ccccc1-c1nc(-c2ccc(F)cc2)no1)N1CCCC1	3%	4%	0%	-6%	14%	0%	2%	-1.1%[1.84 µM]	-4%	-2%	-1%
CCOC(=O)C1=C(C)NC2=C(C(=O)C(C(=O)OC)C(C)C2)C1c1ccc(OC)c(O)c1 (centres undefined)	10%	-2%	-1%	-4%	13%	6%	-2%	-0.2%[57.5 µM]	-1%	-2%	1%
C=CCc1cccc(CNc2nc3ccccc3n2CCC)c1O	-5%	?	0%	-14%	-19%	-16%	-2%	4.8%	1%	0%	4%
O=C1COc2ccc3ccccc3c2CN1	5%	6%	-1%	-16%	4%	0%	-7%	·	3%	2%	-1%
O=C(CN1C(=O)c2ccccc2S1(=O)=O)N1CCc2ccccc21	0%	1%	0%	-7%	-4%	53%	-4%	-0.5%	2%	0%	-4%
Cc1cccc2cc(CN(CCCO)C(=O)Nc3cccc(Cl)c3)c(=O)[nH]c12	3%	20µM*	-16%	-27%	22%	8%	-2%	-2.7%	-4%	-1%	-8%
COc1ccc(OCc2ccc(-c3nc4ccccc4c(=O)n3N)o2)cc1	-17%	-1%	-17%	-9%	14%	0%	-10%	0.5%	7%	2%	-9%
COc1ccc(-c2cc(C(F)(F)F)nc(SCCC(=O)N3CCOCC3)n2)cc1	?	-5%	0%	24%	20%	41%	1%	·	-2%	-1%	0%
Cc1ccnc(N2CCC(C(=O)Nc3nnc(C)s3)CC2)n1	-20%	-8%	-4%	-7%	19%	-2%	-3%	·	-2%	1%	-3%
COc1ccccc1CNc1ncncc1-c1cccc(C#N)c1	1%	3%	2%[2.29 µM]	-11%	?	-1%	-4%	0.8%	-7%	6%[9.22 µM]	-7%
CC(C)OC(=O)CSc1nnc(-c2cnccn2)n1-c1ccc(Cl)cc1	2%	10%	-18%	-23%	11%	-6%	-5%	0.2%	2%	0%	-1%
CCOC(=O)CN1C(=O)C(C)(C)Oc2ccc(C(=O)NC(C)(C)CC)cc21	10%	15%	-1%	27%	?	0%	6%	0.3%[57.5 µM]	-2%	-1%	-1%
O=C(Nc1ccc(F)cc1)N1CCN(c2nc3ccccc3s2)CC1	7%	?	-2%	-10%	-17%	60%	-3%	-1.4%	9%	1%	-4%
Cc1noc(C)c1S(=O)(=O)N1CCC(C(=O)N2CCN(c3ccc(Cl)cc3)CC2)CC1	-1%	-16%	4%	22%	-14%	4%	9%	0.1%	-6%	-2%	-7%
Cc1cc(OCC(=O)Nc2ccncc2)ccc1Br	4%	?	-8%	?	4%	6%	-2%	-4.2%	11%	-2%	-5%
Fc1ccc(N2CCN(C(c3cccs3)c3nnnn3C3CCCC3)CC2)cc1 (centres undefined)	6%	-10%	0%	-7%	-6%	-6%	4%	-0.1%[57.5 µM]	6%	-1%	1%

This is a subset. The share of hits here may be higher or lower than overall.
